Screening data as filed in PubChem.
ST2 inh = IL1RL1 inhibition; Q01638; AlphaLISA ST2-Fc/biotin-IL-33 interaction, 1 h; inhibition, % for hits at 17 µM; 78,000 compounds, 2.3% hits; AID 1259354; in the data active = inhibition above about 30%; inconclusive = mostly about 10% to 28%
Target sequence (Q01638 whole entry, looked up): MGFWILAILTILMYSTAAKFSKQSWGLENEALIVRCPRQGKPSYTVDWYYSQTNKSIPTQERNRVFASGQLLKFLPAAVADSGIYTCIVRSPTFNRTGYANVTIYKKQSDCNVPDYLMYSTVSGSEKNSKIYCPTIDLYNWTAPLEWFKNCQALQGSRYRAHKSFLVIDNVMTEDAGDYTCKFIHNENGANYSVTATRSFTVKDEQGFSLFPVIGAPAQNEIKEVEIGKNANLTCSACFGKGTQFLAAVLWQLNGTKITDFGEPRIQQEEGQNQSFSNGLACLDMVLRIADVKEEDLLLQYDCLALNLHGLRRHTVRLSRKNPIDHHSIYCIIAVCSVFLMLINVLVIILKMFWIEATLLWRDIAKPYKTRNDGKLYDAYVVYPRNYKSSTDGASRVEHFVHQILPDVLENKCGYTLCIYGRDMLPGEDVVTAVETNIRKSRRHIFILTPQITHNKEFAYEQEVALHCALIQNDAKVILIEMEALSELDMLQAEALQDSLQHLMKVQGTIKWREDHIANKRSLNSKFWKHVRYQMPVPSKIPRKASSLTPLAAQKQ
The depositor's hits bear a star; i = inactive; u = inconclusive. A portion of the library (hit frequency here may not be typical).

#	Compound	ST2 inh
1	COc1ccc(C2C(C(=O)N3CCCC3)c3cc(OC)c(OC)cc3C(=O)N2C)cc1 (stereo unspecified)	u
2	COc1ccc(C2SCCN2S(=O)(=O)c2ccc(Br)cc2)cc1[N+](=O)[O-] (stereo unspecified)	i
3	COc1cc2c(cc1OC)C(C(=O)Nc1nc3ccccc3s1)C(c1cccs1)N(C)C2=O (stereo unspecified)	i
4	O=c1[nH]c2cc3c(cc2cc1CN1CCCN2CCC[C@H]2C1)OCO3	u
5	COc1nc2ccccc2cc1CN1CCN2C(=O)CN(C)C(=O)C2C1 (stereo unspecified)	i
6	NC(=O)C1CCN(C(=O)c2cnn(-c3ccccc3)c2NC(=O)c2ccco2)CC1	u
7	Cc1ccc(NC(=O)CC2Sc3ccc(C(F)(F)F)cc3NC2=O)c(C)c1 (stereo unspecified)	i
8	COc1ccccc1N(CC(=O)N1CCN(c2ccccc2)CC1)S(=O)(=O)c1ccc(C)cc1	i
9	O=C(NC1CCCCC1)C1C2C=CC3(CN(Cc4cccs4)C(=O)C13)O2 (stereo unspecified)	i
10	COc1cc(-c2ncnn2-c2cccc(Cl)c2C)cc(OC)c1OC	33%*
11	CC12CC(NC(=O)N1c1ccc(Cl)cc1)c1ccccc1O2 (stereo unspecified)	i
12	Cc1ccccc1/C=C1\Sc2ccccc2N(CC(=O)NC2CCCCC2)C1=O	u
13	COc1ccc(NC(=O)N[C@H]2CO[C@H]3[C@@H]2OC[C@H]3OC(=O)Nc2ccc(C(C)=O)cc2)cc1	i
14	CCCOC(=O)Oc1ccc2c(=O)c(Oc3cc(C)cc(C)c3)coc2c1	i
15	COc1ccc(-c2cc(C(=O)Nc3sc4c(c3C(N)=O)CCCC4)no2)cc1OC	i
16	COc1ccc(CCNc2oc(COc3ccc(OC)cc3)nc2C#N)cc1	36%*
17	O=C1/C(=C/c2ccc3c(c2)OCO3)N=C2CCCCCN12	u
18	CCN(C(=O)N1CCOCC1)c1ccccc1	i
19	Cc1ccccc1C1=N/C(=C\c2cccc(F)c2)C(=O)O1	i
20	CN(C)C(=O)C1Cc2ccccc2CN1S(=O)(=O)c1cccs1 (stereo unspecified)	i
21	CCOc1ccccc1OCCN1CC(C)CC(C)C1 (stereo unspecified)	i
22	CC(=O)c1ccc(NC(=O)N[C@H]2CO[C@H]3[C@@H]2OC[C@H]3OC(=O)Nc2ccccc2)cc1	i
23	COc1ccc(CCN2CCC(CN(C)Cc3cc(OC)ccc3F)CC2)cc1	u
24	COc1ccccc1-c1ccnc(N[C@H]2CO[C@H]3[C@@H]2OC[C@@H]3NC(=O)c2ccc(C(F)(F)F)cc2)n1	i
25	COc1ccc(OC)c(CN2CCN(c3ccccn3)CC2)c1	i
26	O=C(CN1CCN(Cc2ccc(F)cc2Cl)S1(=O)=O)Nc1ccc2c(c1)OCO2	i
27	CCCc1nc2oc3c(-c4ccccc4)c(C(=O)O)c(C)nc3c2c2c1COC(C)(C)C2	i
28	Cn1cc(CCC(=O)N2CCCC(C(=O)c3ccc(Oc4ccccc4)cc3)C2)cn1 (stereo unspecified)	i
29	O=[N+]([O-])c1cc(Br)cc(C=Nc2ccc3oc(-c4ccncc4)nc3c2)c1O	i
30	O=C1OC(c2cccc([N+](=O)[O-])c2)=N/C1=C\c1ccc(Br)cc1	i
31	CC(C)CN(CC(C)C)S(=O)(=O)c1cccc2cccnc12	i
32	Cc1ccc(N2CCOC2=O)c(-c2cc(N)nc3[nH]ccc23)c1	i
33	O=C(Nc1ccc(Br)cc1)c1noc2c1CCc1ccccc1-2	i
34	COc1ccc2c(Cl)c(C(=O)NC3CCS(=O)(=O)C3)sc2c1 (stereo unspecified)	u
35	COc1cc(CN2CCN(c3cccc(C)c3C)CC2)cc([N+](=O)[O-])c1O	i
36	Cc1nc(C(C)C)cc(N(C)Cc2ncccc2C)n1	u
37	Cn1c(=O)cc(SCC(=O)N2CCCC2)c2ccc(Cl)cc21	i
38	CCCn1cnc2c1CN(C(=O)c1ccccc1)[C@H](C(=O)OC)C2	i
39	COc1ccccc1NC(=O)Nc1ccc(=O)n2c1[C@@H]1C[C@@H](CN(C3CCN(C)CC3)C1)C2	u
40	COc1ccc(N=Cc2nc(-c3ccccc3F)oc2O)c([N+](=O)[O-])c1	u
41	C=CCn1c(CCCNC(=O)C(C)(C)C)nc2ccccc21	i
42	Cc1cccc(NC(=O)C2CCN(c3ccc(-c4cccs4)nn3)CC2)c1	i
43	O=C(O)/C=C1\NC(=O)c2ccccc21	i
44	CCOC(=O)CCNC(=O)c1ccc2oc(-c3cccc(F)c3)nc2c1	u
45	COc1ccc(S(=O)(=O)Cc2ccc(C(=O)NC3CCCC3)o2)cc1	i
46	Cc1nn(-c2ccccc2)c2c1C(c1cccc([N+](=O)[O-])c1)C(C#N)=C(N)O2 (stereo unspecified)	i
47	Cc1n[nH]c(C)c1S(=O)(=O)N1CCC(C(=O)N2CCn3c2nc2ccccc23)CC1	u
48	Cc1ccc(C23C[C@@H]4C[C@@H](CC(Cl)(C4)C2)C3)cc1N	i
49	Cc1cc(C)cc(NC(=O)NCCc2nc3cccnc3n2C2CCCCC2)c1	u
50	CCS(=O)(=O)N1CCN(C(=O)Cc2ccccc2)CC1	i
51	O=C(CSc1nnnn1-c1ccccc1)Nc1ccc2c(c1)OCO2	i
52	COCCCNC(=O)C1CCN(S(=O)(=O)c2ccc(OC)cc2)CC1	i
53	Cc1ccsc1CN(CCN(C)C)Cc1ccc2nonc2c1	i
54	Cc1ccc(C)c(NC(=O)c2cc3cc(Br)ccc3oc2=O)c1	u
55	Cc1ccccc1COc1ccc2oc(C)c(C(=O)OC(C)C)c2c1	i
56	C=CCS(=O)(=O)Nc1ccccc1	i
57	Cn1cccc1-c1cc(C(=O)NCc2nnc3n2CCCCC3)[nH]n1	i
58	COc1cc(OC)c(Cl)cc1N	u
59	O=Cc1ccc(-c2ccc(Br)cc2C(=O)O)o1	i
60	CC(=O)Nc1ccc(C(=O)Nc2ccc(Cl)cc2)cc1	u

(continued)
#	Compound	ST2 inh
61	COc1ccc(-c2cc3c(n(C)c2=O)CCN(C(=O)c2cc(C(F)(F)F)[nH]n2)C3)c2ccc(C)nc12	u
62	CCOc1ccc(OCCCCOc2ccccc2C=O)cc1	u
63	CSCC(=O)N[C@H]1CCN2C(=O)c3ccc(Cl)cc3NC(=O)[C@@H]2C1	u
64	Cc1ccc(C(=O)C2=C(N)OC3=C(C(=O)CC(C)(C)C3)C2c2ccccc2)cc1 (stereo unspecified)	u
65	O=C(Cc1c(C(=O)O)[nH]c2ccccc12)NCCN1CCOCC1	i
66	COc1ccc(C2=N/C(=C\c3cccc(OC)c3OC)C(=O)O2)cc1[N+](=O)[O-]	i
67	CN(C)c1cncc(-c2cc(O)cc(CCC3CCCCN3)c2)n1 (stereo unspecified)	u
68	Cc1cc(C)cc(NC(=O)C2CCCN2S(=O)(=O)c2cccc3nsnc23)c1 (stereo unspecified)	i
69	Cc1[nH]cnc1CN1CCC(CNS(=O)(=O)c2cccs2)C1 (stereo unspecified)	i
70	O=C1OC(Nc2ccc(Cl)cn2)c2ccccc21 (stereo unspecified)	i
71	CC1=C(C(=O)OC2CCCCC2)C(c2ccc(N(C)C)cc2)n2nnnc2N1 (stereo unspecified)	i
72	Cc1ccc(Cn2c(CCNC(=O)Nc3cc(C)cc(C)c3)nc3cccnc32)cc1	i
73	O=C(c1ccccc1Br)N1N=C(c2ccccc2)CC1(O)C(F)(F)F (stereo unspecified)	i
74	Cc1cccc(C)c1NCc1c(F)cccc1F	i
75	CN1C[C@@H](NC(=O)c2ccc(C(C)(C)C)cc2)C[C@H]1c1nc(-c2ccc3c(c2)OCO3)no1	64%*
76	O=C(CN1C(=O)C2(OCCCO2)c2ccccc21)NCc1ccccc1	i
77	C=CCc1ccccc1OCCOCCN1CCCCC1	i
78	CC(=O)Nc1ccc(NC(=O)c2ccccc2F)cc1	i
79	CCc1c(C)sc(NC(=O)c2cc(-c3cccc(Cl)c3)on2)c1C#N	i
80	CCCN(c1ccc(C(C)C)cc1)S(=O)(=O)c1cccc2nonc12	u
81	O=[N+]([O-])c1cccc(S(=O)(=O)Nc2ccc(Cl)cn2)c1	i
82	COc1cccc(-c2cc(C(=O)N3CCN4CCN(C)CC4C3)[nH]n2)c1 (stereo unspecified)	u
83	COc1ccc(CC(=O)N(c2ccc(OC)cc2OC)C2C=CS(=O)(=O)C2)cc1 (stereo unspecified)	i
84	O=C1C[C@H](Sc2nc3c(c(C(F)(F)F)n2)CCCC3)[C@H]2CO[C@@H]1O2	i
85	C=CCn1c(=O)[nH]c2cc(C(=O)NCc3ccccc3)ccc2c1=O	i
86	CCn1c(C2CCNCC2)nn(CCSc2ccccc2)c1=O	i
87	O=[N+]([O-])c1ccccc1C(N1CCOCC1)N1CCOCC1	u
88	CCc1ccc(Cn2c(CNS(=O)(=O)c3ccc(Cl)s3)nc3cccnc32)cc1	i
89	COCCCN(Cc1ccc(F)cc1)C(=O)Cc1csc(C)n1	i
90	C[C@@H]1C(=O)O[C@H]2[C@H]1CC[C@@]1(C)Cc3sc(NC(=O)CN(C)C)nc3[C@@H](C)[C@H]21	u

Shown as labelled records: part of the list above.
84. O=C1C[C@H](Sc2nc3c(c(C(F)(F)F)n2)CCCC3)[C@H]2CO[C@@H]1O2
  ST2 inh: i

85. C=CCn1c(=O)[nH]c2cc(C(=O)NCc3ccccc3)ccc2c1=O
  ST2 inh: i

Additional records follow.
No.	compound	ST2 inh
91	Brc1ccc(CN2CCN(c3ccccn3)CC2)cc1	i
92	CCC(C)NCC(O)COCc1ccc(Cl)cc1 (stereo unspecified)	i
93	Cn1c(=O)c2c(nc3[nH]c(C45CC6CC(CC(C6)C4)C5)cn32)n(C)c1=O	u
94	CCOC(=O)c1sc2nc(C)nc(NCCc3ccccc3Cl)c2c1C	i
95	COCCCNC(=O)c1ccc2c(c1)NC(=O)C(N1CCCC1)S2 (stereo unspecified)	u
96	CN(C)CC1(O)CCCN(C(=O)c2cccc(-n3cccn3)c2)CC1 (stereo unspecified)	i
97	c1nnnn1CCCN1CCOCC1	i
98	NC(=O)c1cnc2n1CCN(C(=O)CN1CCOc3ccccc3C1)C2	i
99	CCSc1ncc(CN2CC[C@@](C)(O)[C@@H](Cc3ccccc3)C2)cn1	i
100	CCC(=O)Nc1c(C(=O)Nc2cccc(F)c2)oc2ccccc12	i
101	CN(Cc1cccc(O)c1)C(=O)C1CCCN(C2CCN(C(=O)C3CC3)CC2)C1 (stereo unspecified)	u
102	Cc1ccc(N2CC(NC(=O)c3ccco3)CC2=O)cc1 (stereo unspecified)	i
103	O=C(Nc1ccccc1)N1Cc2[nH]cnc2C[C@H]1c1nc(-c2ccc3c(c2)OCO3)no1	u
104	CCOc1ccc(C(=O)Nc2ccc(S(=O)(=O)Nc3nccs3)cc2)cc1	i
105	COc1ccc(N(C(=O)c2cc3ccccc3oc2=O)C2C=CS(=O)(=O)C2)c(OC)c1 (stereo unspecified)	i
106	Cn1c(C(=O)N2CCCn3cncc3C2)cc2c(Cl)cccc21	i
107	Cc1cc(C(=O)NC2CC(=O)N(Cc3ccccc3Cl)C2)c(C)o1 (stereo unspecified)	i
108	CCCCNC(=O)C1(S(=O)(=O)c2ccc(Cl)cc2)CC1	u
109	Cc1nc2ncccn2c1C(=O)NCc1cccnc1N(C)C	u
110	CC(C)n1cc(CN(C)CC2CCCN(CCc3ccc(Cl)cc3)C2)cn1 (stereo unspecified)	i

Some of these compounds in order of count of non-hydrogen atoms, smallest number first.
No.	compound	ST2 inh
97	c1nnnn1CCCN1CCOCC1	i
109	Cc1nc2ncccn2c1C(=O)NCc1cccnc1N(C)C	u
100	CCC(=O)Nc1c(C(=O)Nc2cccc(F)c2)oc2ccccc12	i
96	CN(C)CC1(O)CCCN(C(=O)c2cccc(-n3cccn3)c2)CC1 (stereo unspecified)	i
93	Cn1c(=O)c2c(nc3[nH]c(C45CC6CC(CC(C6)C4)C5)cn32)n(C)c1=O	u
104	CCOc1ccc(C(=O)Nc2ccc(S(=O)(=O)Nc3nccs3)cc2)cc1	i

Going on with the list:
No.	compound	ST2 inh
111	Cc1csc(C(C)NC(=O)CCC2(Cc3ccc4ccccc4c3)CCC(=O)N2)n1 (stereo unspecified)	i
112	CCN1CCN(C(=O)CCC2CCN(C(=O)C3CCN(C(=O)N(C)C)CC3)CC2)CC1	i
113	Cc1ccc(NC(=O)CC(=O)N(CC#Cc2ccccc2)C2CC2)cc1	u
114	C=CCOc1ccc(C=Nc2ccc(C)c(Cl)c2)c(O)c1	92%*
115	COc1ccccc1CNc1ccc2cn[nH]c2c1	u
116	Cn1c(=O)c2c(nc(NC3CCCCC3)n2Cc2cccc(Br)c2)n(C)c1=O	i
117	O=C1c2cccc3cccc(c23)C(=O)N1c1cc(=O)c2ccccc2[nH]1	i
118	COc1cccc(NC(=O)C2CC(=O)NC(Nc3nc4ccccc4s3)=N2)c1 (stereo unspecified)	u
119	CCCc1nc(C(=O)NCc2cccnc2-n2cncn2)cs1	u
120	Cc1nc(C(C)C)nc(C)c1OCc1nc(-c2ccco2)oc1C	u
121	COc1ccc(-c2ncnn2-c2cccc(C(F)(F)F)c2)cc1OC	i
122	CN(Cc1ccccc1)C(=O)C[C@@H]1O[C@H](CNC(=O)c2ccco2)[C@@H](O)[C@H]1O	i
123	COc1ccc(-c2nc(N(C)Cc3ccccc3)c3ccccc3n2)cc1OC	i
124	Cc1ccc(S(=O)(=O)N(CC(=O)N2CCCC2)Cc2ccccc2)cc1	i
125	Cc1nn(Cc2ccc(Cl)cc2)c(C)c1NC(=O)CCCn1nc([N+](=O)[O-])cc1C	u
126	CC(=O)N1N=C(c2cccc(Br)c2)OC12CCCC2	i
127	Cc1ccccc1N1CC23C=CC(O2)C(C(=O)O)C3C1=O (stereo unspecified)	u
128	CN(c1ccccc1)S(=O)(=O)c1ccc(C(=O)Nc2nnc(-c3ccc(Cl)s3)o2)cc1	u
129	Cc1ccsc1C(=O)N1CCCC(CNC(=O)c2ccc(-c3ccccc3)cc2)C1 (stereo unspecified)	i
130	CCn1ncc(C(=O)NCc2ccc3c(c2)CC(C)O3)c1C (stereo unspecified)	u
131	Cc1nn(C)cc1-c1ccnc(NCCCn2ccnc2C(C)C)n1	i

Rewritten field by field: 2 of the compounds above.
(120) Cc1nc(C(C)C)nc(C)c1OCc1nc(-c2ccco2)oc1C
  ST2 inh: u

(129) Cc1ccsc1C(=O)N1CCCC(CNC(=O)c2ccc(-c3ccccc3)cc2)C1 (stereo unspecified)
  ST2 inh: i
